CaV13 FRET inh = Primary screen for inhibitors of IQ motif and Ca2+-dependent inactivation inhibitor domain binding in CACNA1D, Förster resonance energy transfer in living cells, …. inhibition, % at 12.3 µM. HEK cells, CFP/YFP FRET ICDI-IQ, plate reader, 10 min; percent FRET-ratio fall versus neutral wells. hit rate 0.098% among 340,000;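 active = mean replicate inhibition of at least 30% and at least 1% of replicates passing that level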;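 also: 0% = median of the neutral control wells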
Numbers without * were called inactive. A portion of the library; count on the stated rates, not on these rows.

CaV13 FRET inh | molecule
-12.9 | COC(=O)C1=C(C)N(Cc2ccccc2C(F)(F)F)C(=NCC2CC2)NC1c1cccc(F)c1 (stereo not given)
-4.1 | COC(=O)c1cc2c(c3c4ccccc4n(S(=O)(=O)c4cccc(C)c4)c13)C(=O)N(Cc1ccc(N(C)C)cc1)C2
-11.4 | O=C(CCc1c[nH]c2ccccc12)Nc1ccc(Nc2cccnc2)cc1
-9.8 | Cc1c(C(=O)N2CC(C)OC(C)C2)sc2nc(-c3ccccc3)cn12 (stereo not given)
-4.6 | COc1ccc(Sc2cccc3c2S(=O)(=O)N([C@H](C)c2ccccc2)C[C@@H](COCc2ccccc2)O3)cc1OC
-5.5 | C=CCNc1cccc2c1S(=O)(=O)N[C@@H](CC(C)C)CO2
-3.5 | COc1ccc(CN2c3ccccc3C(=O)CS2(=O)=O)cc1OC
-3.7 | COC(=O)c1cc2c(c3c4cc(F)ccc4n(C(=O)c4ccccc4)c13)C(=O)N(Cc1ccco1)C2
-9.3 | O=C(N[C@H](C(=O)N1CCC[C@H]1C(=O)NC1CCCC1)C1CCCCC1)c1nccs1
-7.9 | CC(C)N(C(=O)Cn1c(SCC(=O)N2CCN(c3ccccc3)CC2)nc2ccccc21)C(C)C
-2.3 | CC(C)(C)c1ccc(-c2cc(NC(=O)Cc3c[nH]c4ccccc34)ccc2Nc2cccnc2)cc1
-3.0 | C[C@@H]1Cn2cnc(C(=O)N3CCN(C(=O)OC(C)(C)C)CC3)c2C(=O)N1
-4.3 | C=CCN=C1NC(c2cccc(C(F)(F)F)c2)C(C(=O)OC)=C(C)N1C (stereo not given)
-4.3 | CCOc1ccc(C(=O)N(CN2CCCC2=O)c2ccc(C)cc2)cc1
-5.9 | C[C@@H]1CCCCO[C@@H](CN(C)C(=O)CCC(F)(F)F)[C@@H](C)CN([C@H](C)CO)C(=O)c2cc(NS(=O)(=O)c3cccs3)ccc2O1
-4.4 | O=C1CC2c3cc(-c4cc5ccccc5o4)ccc3CCN2C(=O)CN1Cc1ccccc1 (stereo not given)
-4.8 | CCn1ccc(C(=O)Nc2ccc(S(=O)(=O)Nc3ccccc3OC)cc2)n1
-2.5 | CCC(C(=O)O)n1nnc(-c2ccc(OCc3ccccc3)c(OC)c2)n1 (stereo not given)
-7.5 | CCCC(=O)OC[C@H]1CN(C2CCCC2)S(=O)(=O)c2c(Oc3ccc(F)cc3)cccc2O1
-4.9 | COC(=O)C1=C(C)N(Cc2ccccc2C(F)(F)F)C(=NCc2cccc(C(F)(F)F)c2)NC1c1ccc(C(F)(F)F)cc1 (stereo not given)

Later entries:
CaV13 FRET inh | molecule
-4.2 | Cc1ccc(/C=C2\SC(=S)N(CC(=O)Nc3ncc(Cc4ccccc4Cl)s3)C2=O)cc1
-5.7 | CCCCN(CCCC)CCCNC(=O)Cn1cc(C)c(=O)[nH]c1=O
-6.7 | O=C(N[C@H](C(=O)N1CCC[C@H]1C(=O)NCCc1ccccc1Cl)c1ccccc1)C1CCCC1
-3.0 | COc1cc(C(=O)O)ccc1OCc1ccccc1
-3.7 | COC(=O)[C@]12C[C@H](CC(=O)NCc3ccc(OC)c(OC)c3)C(=O)N(CCC3=CCCCC3)C1=C[C@H](C(C)(C)C)O[C@@H]2C
-9.8 | N#Cc1ccc2nc(-c3ccc(CN4CCC(c5nc6ccccc6[nH]5)CC4)cc3)c(-c3ccccc3)nc2c1
-4.3 | O=S(=O)(c1ccccc1)N1CCCc2nc(-c3ccccc3)ccc21
-4.4 | COCCNC(=S)N(C)[C@H]1C[C@H]2c3[nH]c4c(-c5ccccc5)cccc4c3CCN2C(=O)[C@H]1[C@H](C)O
-5.0 | COc1ccccc1Oc1c(C)oc2c(CN3CCN(C)CC3)c(O)ccc2c1=O
-2.8 | CC(=O)C1=C(C)N(Cc2ccc(F)cc2)C(=S)NC1c1ccccc1 (stereo not given)
-4.5 | C[C@@H]1CN([C@H](C)CO)C(=O)c2cc(NC(=O)Nc3ccc(F)cc3)ccc2O[C@@H](C)CCCCO[C@@H]1CN(C)C(=O)CCCN(C)C
-2.9 | Clc1ccc(Cn2ncc3c(NCc4ccccc4)ncnc32)c(Cl)c1
-11.3 | CCN(CCOC(=O)Nc1ccc(Cl)cc1)C(=O)Nc1ccc(Cl)cc1
-1.5 | C=C(C)CN1C(=O)C(=O)N(CC(=C)C)C1=O
-5.2 | NC(=O)c1c(N)[nH]c(C(=O)c2ccccc2)c1-c1ccc2ccccc2c1
-4.8 | NC(=O)C1CCN(c2nc(-c3ccc4c(c3)OCCO4)cs2)CC1
-8.6 | C#CCN1CC(COc2ccccc2)Oc2cccc(Oc3ccc(SC)c(C)c3)c2S1(=O)=O (stereo not given)
-4.9 | C=CCN=C1NC(c2cccc(F)c2)C(C(=O)OC)=C(C)N1C (stereo not given)
-3.8 | C[C@@H]1CN(c2ccc(N3CCN(C(=O)OC(C)(C)C)C[C@H]3C)cc2C#N)CCN1Cc1ccccc1
-1.9 | O=C(CNc1n[nH]c(=O)[nH]c1=O)N/N=C/c1ccccc1

Ordered by length of the SMILES (lowest first): part of the list above
CaV13 FRET inh | molecule
-4.9 | C=CCN=C1NC(c2cccc(F)c2)C(C(=O)OC)=C(C)N1C (stereo not given)
-2.9 | Clc1ccc(Cn2ncc3c(NCc4ccccc4)ncnc32)c(Cl)c1
-11.3 | CCN(CCOC(=O)Nc1ccc(Cl)cc1)C(=O)Nc1ccc(Cl)cc1
-6.7 | O=C(N[C@H](C(=O)N1CCC[C@H]1C(=O)NCCc1ccccc1Cl)c1ccccc1)C1CCCC1

Other structures
CaV13 FRET inh | molecule
-1.4 | CCOC(=O)N1CCN(c2nc(N(c3ccccc3)c3ccccc3)nc(-n3ccnc3)n2)CC1
-9.3 | O=C1NC(Cc2ccccc2)c2nc3ccc(Cl)cc3c(=O)n2-c2ccccc21 (stereo not given)
-4.6 | COC(=O)C1=C(C)N(C)C(=NCc2ccccc2C(F)(F)F)NC1c1ccc(Cl)cc1 (stereo not given)
-5.7 | Cc1ccc(CN2CC=CCS2(=O)=O)cc1
-7.7 | CCCCOC(=O)c1ccc(NC(=O)c2c(N)n(C)c(=O)[nH]c2=O)cc1
-7.4 | COCc1cc(N2CCNC[C@H]2C)ccc1N1CCN(Cc2ccccc2)[C@@H](C)C1
-10.6 | COC(=O)[C@]12C[C@H](CC(=O)NCCc3ccccc3OC)C(=O)N(CCC3=CCCCC3)C1=C[C@H](COCc1ccccc1)O[C@@H]2C
-21.9 | Nc1[nH]c(C(=O)c2ccc(Br)cc2)c(-c2ccccc2)c1C(=O)NCCc1c[nH]c2ccccc12
-12.2 | N#CCS(=O)(=O)c1cccc[n+]1[O-]
-10.6 | COc1ccc(CC(=O)NCC2CCN(C(=O)C(=O)c3cc4ccccc4o3)CC2)cc1
-3.1 | COc1ccc(C2CC(=O)C(c3cccc(OC)c3)=CN2Cc2ccccc2)cc1 (stereo not given)
-17.4 | NC(=O)CCC(NS(=O)(=O)c1ccc(Cl)cc1)C(=O)NCc1ccccc1 (stereo not given)
-4.8 | C[C@@H]1C=CCCO[C@]12C(=O)N(Cc1ccccc1C(F)(F)F)c1ccccc12
-4.5 | O=C(NC(CC1=CCCCC1)c1ccc2ccccc2c1)C(F)(F)F (stereo not given)
-20.5 | CN1N=C(C(C)(C)C)CC1=O
-5.1 | COc1ccccc1NC(=O)c1ccc([N+](=O)[O-])o1
-11.9 | O=C(c1ccccc1)N1CCC2CCN(CCc3ccccc3)CC21 (stereo not given)
-9.6 | COC(=O)c1ccc2nc(-c3ccc(C)cc3)c(Cc3ccccc3)n2c1
-2.7 | CC(C)C[C@H](NC(=O)C1CC1)C(=O)N1CCC[C@H]1C(=O)NCc1ccccc1
-9.3 | O=C(c1ccco1)[C@@H]1[C@@H]2C(=O)N(c3ccc(F)cc3)C(=O)[C@@H]2C2c3ccccc3C=CN21 (stereo not given in full)

Remaining list, next part.
CaV13 FRET inh | molecule
-4.2 | C[C@@H](C(=O)Nc1ccc2ccccc2c1)[C@H]1C[C@]1(C)[C@H](NC(=O)c1cccnc1)c1ccccc1
-4.5 | COc1ccc(N2C(=O)c3n[nH]c(C)c3C2c2cccc(C(F)(F)F)c2)cc1 (stereo not given)
-11.2 | COC(=O)[C@@]1(Cc2ccc(F)cc2)[C@H]2c3cc(C(=O)N4CCCC4)n(CCc4c[nH]c5ccc(OC)cc45)c3C[C@H]2CN1C(=O)c1ccccc1
-9.3 | CCC(c1nc2ccccc2[nH]1)n1c(C)nc2ccccc21 (stereo not given)
-5.7 | Brc1cccc(CN2CCN(c3ncc(Cc4ccccc4)cn3)CC2)n1
-11.4 | COCCN(CCOC)C(=O)[C@H](CCc1ccccc1)NC(=O)[C@H]1O[C@@H](n2cnc3c(N)ncnc32)[C@H](O)[C@@H]1O
-3.8 | O=C(NCc1ccccc1)[C@H]1CCCN1C(=O)[C@H]1CCCN1C(=O)c1ccc(Cl)cc1
-5.6 | C[C@@H]1CN([C@@H](C)CO)C(=O)CCCn2cc(nn2)CO[C@H]1CN(C)C(=O)Nc1cccc(C(F)(F)F)c1
-5.8 | C[C@H]1[C@@H](c2ccccc2)Oc2ccc(Cl)cc2S(=O)(=O)N1Cc1cccc(Cl)c1
-3.0 | CC1=NC2=CC=CC3=NC(C(Cl)(Cl)Cl)=NC(=N1)N23
-4.3 | Oc1cccc(N2CCN(c3cccc(O)c3)CC2)c1
-9.3 | COC(=O)[C@]12C[C@H](CC(=O)N3CCN(C(=O)C4CC4)CC3)C(=O)N(Cc3ccccc3)C1=C[C@H](C(C)(C)C)O[C@@H]2C
-5.9 | COc1cccc(C(=O)N[C@H](C(=O)N2CCC[C@H]2C(=O)NCc2ccccc2)C(C)C)c1
-8.4 | COc1cccc(CNC(=O)[C@H]2CCCN2C(=O)[C@H]2CCCN2C(=O)c2ccc(F)c(F)c2)c1
-8.6 | O=C(C(=O)N1CCC(CNS(=O)(=O)Cc2ccccc2)CC1)c1cc2ccccc2o1
-8.6 | O=S1(=O)N[C@@H](Cc2ccccc2)COc2cccc(NCCCN3CCOCC3)c21
-11.8 | CC(C)OC(=O)CC(NC(=O)OC(C)(C)C)c1ccccc1 (stereo not given)
-1.9 | Cc1ccc(NC(=O)c2cccc(S(=O)(=O)Nc3c(C)n(C)n(-c4ccccc4)c3=O)c2)cc1C
-7.1 | CN(CCc1ccccn1)C(=O)[C@@H](Cc1ccccc1)NC(=O)[C@H]1O[C@@H](n2ccc(=O)[nH]c2=O)[C@H](O)[C@@H]1O
-4.1 | CCCCNC(=O)C[C@H]1C[C@@]2(C(=O)OC)C(=C[C@H](C(C)(C)C)O[C@@H]2C)N(Cc2ccc3c(c2)OCO3)C1=O

Gathered by group, those above containing a cyano group.
CaV13 FRET inh | molecule
-9.8 | N#Cc1ccc2nc(-c3ccc(CN4CCC(c5nc6ccccc6[nH]5)CC4)cc3)c(-c3ccccc3)nc2c1
-3.8 | C[C@@H]1CN(c2ccc(N3CCN(C(=O)OC(C)(C)C)C[C@H]3C)cc2C#N)CCN1Cc1ccccc1
-12.2 | N#CCS(=O)(=O)c1cccc[n+]1[O-]

Remaining list, next part
CaV13 FRET inh | molecule
-4.9 | N#C/C(=C\c1cccs1)C(=O)c1ccccc1Cl
-4.2 | CCN=C1NC(c2ccccc2)C(C(=O)OC)=C(C)N1Cc1ccc(C(F)(F)F)cc1 (stereo not given)
-8.9 | CC(C)CC1NC(=O)c2ccc(Cl)cc2-n2c1nc1cc(F)ccc1c2=O (stereo not given)
-4.8 | CSc1ccc(SC2CN(Cc3ccc(C)cc3)S(=O)(=O)C2)cc1 (stereo not given)
-9.3 | O=C(CCn1c(=S)[nH]c2cc3c(cc2c1=O)OCO3)N1CCc2ccccc2C1
-2.5 | COc1ccc(CN2CCNC(=O)C2CC(=O)NCc2csc(C(C)C)n2)c(OC)c1 (stereo not given)
-3.1 | O=C(c1ccc(-c2nc3ccccc3s2)s1)N1CCOCC1
-10.5 | N#Cc1ccc(C23CC4(C2)[C@H](CN(Cc2ccc(C(F)(F)F)cc2)[C@@H]4c2ccccc2)C3c2ccc(Cl)nc2)cc1 (stereo not given in full)
-10.0 | COC(=O)c1cc2c(c3c4cc(C)ccc4n(S(=O)(=O)c4ccc(OC)cc4)c13)C(=O)N(C)C2
-4.4 | COC(=O)C1=C(C)N(Cc2ccccc2C(F)(F)F)C(=NCc2ccc3c(c2)OCO3)NC1c1cccc(Cl)c1 (stereo not given)
-6.3 | C#CCNC(=O)C[C@H]1C[C@@]2(C(=O)OC)C(=C[C@H](C3CCCC3)O[C@@H]2C)N(CCCCCCCC)C1=O
-7.2 | CCCC(=O)OC[C@H]1CN(C2CCCC2)S(=O)(=O)c2c(Oc3ccc(F)cc3OC)cccc2O1
-4.1 | O=C1c2ccccc2NC(c2ccc(Br)s2)N1O (stereo not given)
-3.2 | O=C(CC1CCCC1)N[C@@H](Cc1cccnc1)C(=O)N1CCC[C@H]1C(=O)NCCc1ccccc1Cl
-8.3 | Cc1cccc2nc(-c3ccccc3)c(-c3ccc(CN4CCC(c5nc6ccccc6[nH]5)CC4)cc3)nc12
-4.8 | S=C1NCN(CC2CC2)CN1
-1.7 | Cc1ccc2cccc(NS(=O)(=O)c3ccccc3)c2n1
-1.7 | Cc1cccc(N/C(N)=N/c2nc(CSc3ccc(Cl)cc3)cc(=O)[nH]2)c1
-8.5 | CCCCc1c(-c2ccccc2OC)ncn1Cc1cc(F)ccc1F
-3.4 | COC(=O)CCN1CCSCCS1(=O)=O

Five of the entries above in order of the CaV13 FRET inh value, ascending:
mol	CaV13 FRET inh
O=C(c1ccccc1)N1CCC2CCN(CCc3ccccc3)CC21 (stereo not given)	-11.9
COC(=O)[C@]12C[C@H](CC(=O)N3CCN(C(=O)C4CC4)CC3)C(=O)N(Cc3ccccc3)C1=C[C@H](C(C)(C)C)O[C@@H]2C	-9.3
COCCNC(=S)N(C)[C@H]1C[C@H]2c3[nH]c4c(-c5ccccc5)cccc4c3CCN2C(=O)[C@H]1[C@H](C)O	-4.4
O=S(=O)(c1ccccc1)N1CCCc2nc(-c3ccccc3)ccc21	-4.3
COc1ccc(C2CC(=O)C(c3cccc(OC)c3)=CN2Cc2ccccc2)cc1 (stereo not given)	-3.1

Bioassay records deposited in PubChem by Broad Institute.
